Compound activity deposited in PubChem BioAssay by National Center for Advancing Translational Sciences (NCATS).
FEN1 inhibitor: inhibitors of human flap endonuclease 1; hit rate 0.35% among 390,000; Potency, µM (highest dose often 114 µM), without a hit: at the top dose activity change, negative = inhibition, usual class: inhibitors; Recombinant FEN1 flap cleavage, fluorescence, 15 min; also: nearly all actives have a fitted effect of over 65% in size
Target sequence (P39748 whole entry, looked up): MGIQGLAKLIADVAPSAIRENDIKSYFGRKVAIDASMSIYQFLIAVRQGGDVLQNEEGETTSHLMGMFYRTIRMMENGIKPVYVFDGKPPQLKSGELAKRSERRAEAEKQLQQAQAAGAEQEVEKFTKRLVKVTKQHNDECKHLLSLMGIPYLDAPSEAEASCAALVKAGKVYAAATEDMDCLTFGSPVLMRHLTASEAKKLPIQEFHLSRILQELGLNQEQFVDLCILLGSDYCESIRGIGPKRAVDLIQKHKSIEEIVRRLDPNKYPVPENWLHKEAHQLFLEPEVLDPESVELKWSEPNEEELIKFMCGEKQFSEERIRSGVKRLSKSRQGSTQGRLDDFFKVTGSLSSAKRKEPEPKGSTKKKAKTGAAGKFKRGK
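Reaction started by adding substrate (50 nM final) to 10 nM enzyme after 15 min room-temperature compound preincubation. Reads at 0 and 15 min, with data normalized and fitted to a four-parameter Hill equation.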
N370S GC mod: inhibits or activates N370S mutant glucocerebrosidase. P04062. N370S GC spleen homogenate, 4MU-glucoside fluorescence. Potency, µM (titrated, usually from 59.4 µM), without a hit: at the highest dose activity change, negative = inhibition, usual class: inhibitors. hit rate 0.092% among 330,000. AID 2101;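 also: 0% = full enzyme activity and -100% = no enzyme basal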
TDP1 block: blocks human tyrosyl-DNA phosphodiesterase 1 | hit rate 0.28% among 350,000 | recombinant TDP1, AlphaScreen DNA substrate cleavage | Potency, µM (titrated, usually from 130 µM), for the others: at the highest dose activity change, negative = inhibition, actives largely listed as inhibitors | Q9NUW8; also: nearly all actives have a fitted effect of over 40% in size
Target sequence (Q9NUW8 whole entry, looked up): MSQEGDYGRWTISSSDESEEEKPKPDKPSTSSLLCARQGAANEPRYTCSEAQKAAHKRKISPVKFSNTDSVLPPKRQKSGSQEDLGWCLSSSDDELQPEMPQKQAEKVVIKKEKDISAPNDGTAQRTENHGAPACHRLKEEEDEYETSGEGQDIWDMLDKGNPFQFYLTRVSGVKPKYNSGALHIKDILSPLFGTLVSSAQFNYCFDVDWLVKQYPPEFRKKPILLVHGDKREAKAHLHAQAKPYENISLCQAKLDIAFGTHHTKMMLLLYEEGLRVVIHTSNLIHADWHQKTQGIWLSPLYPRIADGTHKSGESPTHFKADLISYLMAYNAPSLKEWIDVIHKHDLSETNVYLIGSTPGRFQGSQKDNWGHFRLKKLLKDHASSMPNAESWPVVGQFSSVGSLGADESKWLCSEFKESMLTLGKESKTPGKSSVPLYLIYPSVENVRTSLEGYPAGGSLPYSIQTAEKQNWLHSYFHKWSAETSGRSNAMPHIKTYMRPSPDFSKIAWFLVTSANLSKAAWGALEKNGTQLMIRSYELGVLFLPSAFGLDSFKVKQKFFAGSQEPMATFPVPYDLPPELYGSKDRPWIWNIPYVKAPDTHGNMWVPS
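Steps: enzyme plus compound, 15 min RT; add biotin/phosphotyrosine-FITC oligonucleotide (15 nM final), react 5 min; add donor/acceptor beads (10 ug/ml final), 10 min; read AlphaScreen. Tdp1 at 1 nM final.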
* = called active by the depositor; ? = inconclusive; nt = not tested or not shown; & = joins results of further samples; [ ] = another dose, or the depositor's remark. Calls follow the shape of the dose curve; as a rule, active = well fitted curve in the direction sought with a large enough effect; inconclusive = small, poorly fitted or top-dose-only effect, or another doubt; inactive = no such curve, though single readings can be large; an effect the other way counts as inactive or inconclusive. Unless noted, % is scaled to controls: 0 for no effect and ±100 for the full control effect; potency is read from the fitted curve at half-maximal effect. Compounds as they come (roughly 0.57% active in at least one column).

SMILES,FEN1 inhibitor,N370S GC mod,TDP1 block
COc1cc(OC)c(NC(=O)c2ccc(Br)o2)cc1Cl,-16.0%,9.5%,0.0%
CC(C)NC(=O)CSc1ncccc1-c1nc2ccccc2[nH]1,3.4%,-5.0%,nt
CCCOc1cc(C)c(S(=O)(=O)n2ccc(C)n2)cc1C,22.4%,14.5%,-6.1%
CS(=O)(=O)N(CC(=O)N1CCN(c2ccccc2)CC1)C1CCCCC1,7.1%,0.1%,4.3%
COc1ccc(/C=N/NC(=O)c2ccoc2C)cc1OC,12.0%,4.3%,6.8%
COc1cc(/C=N/NC(=O)COc2c(C)cc([N+](=O)[O-])cc2C)ccc1OC(=O)c1ccccc1Br,15.8%,-5.5%,2.7%
COc1ccc(-c2nc(C)ncc2-c2csc(C)n2)c(O)c1,-11.9%,1.9%,4.7%
O=C(Nc1cccnc1Cl)c1cc(-c2ccccc2O)on1,-3.0%,-9.6%,6.8%
Cc1cc(O)c(-c2cc(C(=O)Nc3cccnc3)[nH]n2)cc1C,-14.1%,-8.7%,0.0%
COC(=O)c1c(NC(=O)C(=O)N2CCCCC2)sc2c1CC(C)(C)OC2,6.0%,-11.0%,1.9%
NC(=O)C1CCN(C(=O)Cc2ccc([N+](=O)[O-])cc2)CC1,2.1%,2.2%,-1.2%
O=S(=O)(Oc1ccccc1/C=N/n1cnnc1)c1ccccc1,5.8%,-11.5%,0.0%
COc1cc(CN2CCN(Cc3ccc(C(F)(F)F)cc3)CC2)cc(OC)c1OC,-11.0%,?,nt
CC(=O)c1cccc(NC(=O)c2cc(-c3ccc(F)cc3)on2)c1,-0.7%,-10.1%,5.8%
CCOc1ccccc1NC(=O)C(NC(=O)C1CCC(C)CC1)C(C)C (stereo not given),26.2%,-1.2%,2.5%
COc1ccc(NC(=O)CSc2nc3ccccc3nc2Cc2ccc(C)cc2)cc1Cl,14.9%,nt,2.7%
CCCCSc1nc(C)c(C(C)=O)cc1C#N,-3.7%,10.4%,0.0%
CCOc1ccc(CCNC(=O)C2=C(C)C(=O)OC23CCC(C)CC3)cc1 (stereo not given),-16.6%,23.2%,1.3%
CCOC(=O)C1(C)Oc2ccccc2C(C(=O)OC)=C1C(=O)OC (stereo not given),9.6%,-10.2%[89.1 µM],-0.6%[56.1 µM]
NS(=O)(=O)c1ccc(CNC(=O)c2cc(-c3cccnc3)nc3ccccc23)cc1,-0.3%,-7.2%,nt

Single records (already shown). Values in the order: FEN1 inhibitor | N370S GC mod | TDP1 block
Profile of COc1ccc(-c2nc(C)ncc2-c2csc(C)n2)c(O)c1 : -11.9% | 1.9% | 4.7%
Profile of COc1cc(OC)c(NC(=O)c2ccc(Br)o2)cc1Cl : -16.0% | 9.5% | 0.0%
Profile of CCOc1ccccc1NC(=O)C(NC(=O)C1CCC(C)CC1)C(C)C (stereo not given) : 26.2% | -1.2% | 2.5%

(next part)
SMILES,FEN1 inhibitor,N370S GC mod,TDP1 block
COC(=O)c1c(NC(=O)/C=C/C(=O)O)sc(Cc2ccccc2)c1C,-5.8%,1.1%,-2.3%
CC(C)CCNC(=O)COc1ccc2c(c1)C(=O)CC(C)(C)O2,1.2%,19.5%,3.9%
COc1ccc(NC(=S)Nc2ccc3snnc3c2)cc1,-6.4%,-3.3%,-2.6%
Cc1cc(NC(=O)c2cccnc2)ccc1NC(=O)c1cc2ccccc2o1,-9.0%,?,0.6%
C/C(=N\Nc1ccccn1)c1ccc(C#N)cc1,1.1%,-5.3%,6.0%
COc1cccc(-n2c(SCC(=O)c3ccccc3)nc3c([nH]c4ccccc43)c2=O)c1,12.8%,nt,4.4%
CC(OC(=O)Cc1c(F)cccc1Cl)C(=O)NC1CCCCC1C (stereo not given),5.4%,nt,-2.3%
Cc1cc(Br)ccc1NC(=O)C(NS(=O)(=O)c1cccs1)c1ccccc1 (stereo not given),-0.5%,nt,-3.6%
C=CCC[C@H](Cc1ccc(F)cc1)C(=O)OC[C@@H](C)NC(=O)[C@H](CC=C)CC(=O)NCCO,12.6%,nt,2.5%
CCN(C(=O)C1CCC(CNS(=O)(=O)c2cccc3nsnc23)CC1)c1ccccc1 (stereo not given),-11.4%,nt,8.1%
OC[C@@H](O)[C@@H](O)CCc1ccccc1,nt,-3.5%,6.2%
CCNC(=S)NC1CC2CCCC(C1)N2Cc1ccco1 (stereo not given),4.6%,-0.7%[12.8 µM],4.0%
Cc1ccc(C(C(=O)NC(C)(C)C)N(CC2CCCO2)C(=O)CCC(=O)Nc2ccccn2)cc1 (stereo not given),-1.1%,-9.0%,nt
COc1cccc(C(NC(C)=O)c2ccc3cccnc3c2O)c1 (stereo not given),-20.8%,1.6%,nt
CC(NC(=O)Cn1ccsc1=N)C12CC3CC(CC(C3)C1)C2 (stereo not given),5.5%,-3.3%,5.0%
O=C1NC(=O)C2(COC(c3ccccc3Cl)OC2)S1 (stereo not given),19.8%,6.3%,5.5%
Cc1cc2nc(-c3cccc(NC(=O)COc4ccc(C(C)C)cc4)c3)oc2cc1C,11.3%,nt,3.2%
CC(NC(=O)c1ccco1)C(=O)N1CCN(c2cccc(Cl)c2)CC1 (stereo not given),10.4%,nt,-0.2%
COc1cc(-c2nc3ccccn3c2NCC2CCCO2)ccc1O (stereo not given),-12.9%,-11.3%,1.1%
COc1ccc(NS(=O)(=O)c2cc3[nH]c(=O)c(=O)[nH]c3cc2C)cc1Cl,9.8%,nt,1.2%

The list continues:
SMILES,FEN1 inhibitor,N370S GC mod,TDP1 block
COC(=O)C1=NN(c2ccccc2)C2(S1)SC(C(C)=O)=C(C)N2c1ccccc1 (stereo not given),-7.6%,26.5%,11.4%
CC(C)Oc1ccc(C2C(C#N)=C(N)Oc3c2oc(CO)cc3=O)cc1 (stereo not given),6.0%,-2.4%,2.5%
CNC(=O)CN(c1cccc2ccccc12)S(C)(=O)=O,1.1%,5.4%,7.0%
COc1cccc2cc(C(=O)Nc3ccccc3C)/c(=N/O)oc12,1.4%,-3.3%,nt
Cc1ccc(Cc2nc3ccccc3nc2SCC(=O)N2CCN(c3ccc(F)cc3)CC2)cc1,0.3%,nt,8.1%
CC(=O)Nc1ccc2c(c1)c1ccccc1n2C(C)=O,-26.3%,0.0%,5.6%
Cc1ccc(-c2csc(-c3c(N)c(C(=O)c4ccc5c(c4)OCO5)n4ccccc34)n2)cc1C,-10.8%,nt,2.5%
CCOC(=O)c1cnn(-c2nc(C)nc3sc4c(c23)CCC4)c1N,nt,4.1%,1.0%
COc1cc(OC)cc(C(=O)Nc2ncn[nH]2)c1,11.1%,nt,0.0%
CC(=O)c1cccc(NC(=O)C2CCCN(c3nnc(-n4cccc4)s3)C2)c1 (stereo not given),10.2%,nt,9.5%
COc1ccc(-c2c(C)sc(NC(=O)c3ccnn3C)c2C#N)cc1,1.1%,-2.2%,0.0%
N#Cc1c(NC(=O)C2CCCO2)sc2c1CCCCCC2 (stereo not given),-12.5%,24.0%,2.7%
CC(=O)Nc1ccc(NC(=S)Nc2ccccc2)cc1,0.3%,0.5%,1.0%
CCCN1CC(=O)N2C(c3cccc(OC)c3OC)c3[nH]c4ccccc4c3C[C@H]2C1=O (stereo not given in full),1.4%,-9.8%,nt
CCOC(=O)C1CCC2(CC1)C(C#N)=C(N)Oc1n[nH]c(C)c12 (stereo not given),1.7%,-1.4%,5.0%
Cc1ccc(C(C)C)c(OCC(=O)Nc2cccc(NC(=O)c3ccco3)c2)c1,?,nt,-2.2%[12.3 µM]
CCOc1ccc(OCCC(=O)OC(C)C(=O)Nc2ccc(C(C)=O)cc2)cc1 (stereo not given),0.6%,-3.2%,-6.6%
O=C(Cn1cncn1)N/N=C/c1ccc(Cl)cc1,-7.9%,-2.1%,-5.3%
CCN(CC)S(=O)(=O)c1cccc(NC(=O)COc2ncnc3sccc23)c1,0.6%,4.7%,-1.2%
Cc1ccc(C)c(N2CCN(CCCNC(=O)c3cnn(-c4ccccc4Cl)c3C3CCN(C(=O)OC(C)(C)C)CC3)CC2)c1,1.3%,nt,7.4%

(next part)
SMILES,FEN1 inhibitor,N370S GC mod,TDP1 block
Nc1nc(SCc2ccccc2)[nH]c(=O)c1-c1ccccc1,4.6%,7.6%,4.4%
O=c1[nH]c2ccccc2nc1/C=C(\O)C(F)F,-0.2%,28.3%,-5.3%
Cc1nn(-c2ccccc2)c(Cl)c1/C=N/Nc1nc2ccccc2[nH]1,20.9%,-27.6%,8.2%
Cc1cc(C)c(S(=O)(=O)N2CCN(CCO)CC2)c(C)c1,23.9%,-6.1%,-2.6%
CS(=O)(=O)N1CCc2cc(C(=O)Nc3ccc(S(N)(=O)=O)cc3)ccc21,-4.6%,nt,0.0%
COc1ccccc1CN1C[C@@H]2C[C@@H](c3cccc(O)c3)N3CCC[C@@]23C1=O,-11.7%,8.0%,1.2%
CCn1c(Cc2ccccc2)nnc1SCC(=O)NC(C)(C)C,-1.8%,3.2%,-5.7%
COC(=O)C(CC(C)C)NC(=O)CSc1nc(-c2ccccc2)c(C#N)c(=O)[nH]1 (stereo not given),-3.9%,12.4%,1.1%
O=C(CCN1C(=O)/C(=C\c2cccc(Br)c2)SC1=S)NCCCN1CCOCC1,1.5%,-28.5%,14.2%
Nc1nnc(SCCCOc2ccc(F)cc2)s1,14.0%,-24.0%,8.7%
c1ccc(Cn2nnc3c(NCC4CCCO4)ncnc32)cc1 (stereo not given),-4.1%,5.3%,5.8%
O=C(O)CC1S/C(=N/N=C/c2ccc(-c3ccc(Cl)cc3[N+](=O)[O-])o2)NC1=O (stereo not given),?,-17.5%,-7.0%
COc1ccc(OC)c(C(=O)NC(CC(N)=O)c2ccc(NCC3CC3)c([N+](=O)[O-])c2)c1 (stereo not given),-0.5%,-1.1%,nt
O=C(O)CC(c1ccc(OC2CCCC2)cc1)N1C(=O)c2ccccc2C1=O (stereo not given),9.2%,-5.0%,nt
CCN1CCN(c2ccc(NC(=O)c3ccc(F)cc3)cc2Cl)CC1,2.3%,-14.2%,5.3%
COCCCNC(=S)N1CCC(C(=O)c2ccc(Cl)cc2)CC1,-2.9%,-1.1%,nt
COc1ccc(OCCOC(=O)Nc2ccccc2)cc1,5.9%,-13.9%,1.0%
CCOc1cc(CNCc2cccs2)cc(Br)c1OC,-15.7%,-5.7%,3.8%
O=C(NCCCO)c1cc2c([nH]c3ccccc32)c(-c2ccccc2)n1,?,23.3%,nt
CCc1ccc(NC(=O)CCc2ccc(CC)o2)cc1,-7.1%,-3.5%,nt

Additional results
SMILES,FEN1 inhibitor,N370S GC mod,TDP1 block
CC(=O)Oc1ccc([N+](=O)[O-])cc1N1C(=O)c2ccccc2C1=O,1.6%,-15.5%,-1.2%
CN(C)S(=O)(=O)c1ccc(NC(=O)CSc2nnc(-c3ccco3)o2)cc1,-8.3%,nt,1.2%
COc1ccc(NC(=O)/C(C#N)=C/c2ccc(-c3ccccc3C(=O)O)o2)cc1,-13.9%,-12.8%,nt
Cc1cc(=O)n(C)c2ccccc12,5.6%,-0.7%,0.0%
CC1CCN(S(=O)(=O)c2ccc3c(ccc(=O)n3CC(=O)NCc3ccccc3Cl)c2)CC1,8.7%,nt,0.0%
CC(Oc1ccc(-c2ccccc2)c(F)c1)c1ccn(S(=O)(=O)c2ccc(Cl)cc2)n1 (stereo not given),-15.4%,8.9%,-2.9%
O=C(Nc1ccc(OC(F)(F)F)cc1)C(NS(=O)(=O)c1cccc2nsnc12)c1ccccc1 (stereo not given),?,nt,0.0%
O=C1C(Cc2ccc3[nH]ccc3c2)NC(=S)N1c1ccccc1 (stereo not given),-15.2%,-3.1%,2.4%
CN(C)CC(O)Cn1c2ccc(Br)cc2c2cc(Br)ccc21 (stereo not given),nt,?,7.3%
Cc1cccc(NC(=O)c2cc3c(=O)n4ccccc4nc3n2C)c1C,1.4%,nt,3.9%
COCCn1c(-c2ccc(OC)cc2)cnc1SCC(=O)Nc1cccc2ccccc12,-4.3%,9.1%,10.3%
Cc1oc2ccc(O)cc2c1C(=O)c1ccc([N+](=O)[O-])cc1,-16.3%,5.5%,8.1%
COCCNC(=O)C(=O)N/N=C/c1ccc(C(=O)OC)cc1,8.1%,-6.4%,0.0%
CN(C(=O)CSc1cn(CC(=O)N2CCOCC2)c2ccccc12)c1ccccc1,13.0%&-1.1%,-27.0%,6.1%&2.6%
